POLK inh = qHTS for Inhibitors of Polymerase Kappa | AID 588579, 2011 | DNA polymerase kappa (Homo sapiens), Q9UBT6 | purified Pol kappa, fluorescent DNA synthesis assay, 10 min | Potency, µM (titrated, usually from 107 µM), for inactives: at the highest dose activity, negative = inhibition, most hits filed as inhibitors | 400,000 tested, 0.53% active; also: % is scaled to controls: 0 for no effect and ±100 for the full control effect
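50 nM final substrate added after 15 min RT preincubation of 10 nM Pol kappa with compound; fluorescence read at 0 and 10 min.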
Pol beta inh = qHTS Assay for Inhibitors of DNA Polymerase Beta. P06746. Pol beta primer extension/strand displacement, fluorescence kinetic. Potency, µM (doses to about 114 µM), for the others: at the top dose activity change, negative = inhibition, hits mostly inhibitors. 340,000 tested, 1.3% active; also: % is scaled to controls: 0 for no effect and ±100 for the full control effect
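Enzyme-only controls used 10 nM Pol beta; buffer lacking enzyme served as negative control. Compound preincubated 15 min, then 50 nM substrate added; 0 and 10 min reads at room temperature.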
BAZ2B block = qHTS Assay for Inhibitors of BAZ2B; Bromodomain adjacent to zinc finger domain protein 2B (Homo sapiens), Q9UIF8; AlphaScreen BAZ2B-H3K14Ac peptide displacement; Potency, µM (top dose mostly 114 µM), for inactives: at the highest dose activity change, negative = inhibition, hits mostly inhibitors; 360,000 tested, 4.4% active; AID 504333, 2011; also: % is scaled to controls: 0 for no effect and ±100 for the full control effect; nearly all actives have a fitted effect of over 60% in size
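Inhibition is scored as reduced AlphaScreen emission. The BAZ2B/b-H3(5-23)K14Ac complex (50 nM each) in PBS pH 7.4, 0.01% Tween-20 meets compound (up to 110 uM) for 30 min at RT before bead addition.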
Pol eta inh = qHTS for Inhibitors of Polymerase Eta; DNA polymerase eta (Homo sapiens), Q9Y253; 390,000 tested, 1.2% active; Potency, µM (highest dose often 114 µM), without a hit: at the highest dose activity change, negative = inhibition, hits mostly inhibitors; recombinant Pol eta, fluorescent DNA replication assay; also: % is scaled to controls: 0 for no effect and ±100 for the full control effect
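Pol eta (10 nM) was preincubated with compounds for 15 min at room temperature, after which fluorescent replication substrate (50 nM final) was added to start the reaction. Fluorescence was read kinetically at 0 and 10 min.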
BLM helicase inh = qHTS Assay for Inhibitors of Bloom's syndrome helicase (BLM); recombinant BLM DNA unwinding, fluorescence dequenching; Potency, µM (highest dose often 56.1 µM), for the others: at the top dose activity change, negative = inhibition, most hits filed as inhibitors; 350,000 tested, 0.2% active; AID 2528, 2010;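 also: plate controls were vehicle for no effect and no enzyme for full effect; nearly all actives have a fitted effect of over 35% in size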
Apoferritin bind = qHTS Assay for Identification of Novel General Anesthetics. apoferritin/1-aminoanthracene competitive binding, fluorescence. Potency, µM (top dose mostly 77.5 µM), inactives show at the highest dose activity change, negative = displacement, usual class: inhibitors. 350,000 tested, 0.074% active; also: % is scaled to controls: 0 for no effect and ±100 for the full control effect; nearly all actives have a fitted effect of over 20% in size
Target sequence (P02791 2-175 limits assumed): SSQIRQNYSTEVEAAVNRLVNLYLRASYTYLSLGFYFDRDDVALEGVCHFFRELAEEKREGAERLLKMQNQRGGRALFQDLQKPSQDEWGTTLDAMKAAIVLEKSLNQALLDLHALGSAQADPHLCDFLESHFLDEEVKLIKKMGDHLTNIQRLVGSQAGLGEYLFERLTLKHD
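Apoferritin-based anesthetic binding model; compound displacement of fluorescent 1-AMA measured as endpoint fluorescence after 10 minutes at room temperature, scaled to free-ligand and complex controls.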
Pol iota inh = qHTS for Inhibitors of Polymerase Iota; DNA polymerase iota (Homo sapiens), Q9UNA4; Pol iota fluorescent replication assay, 10 min; Potency, µM (series often up to 115 µM), without a hit: top-dose activity, negative = inhibition, most hits filed as inhibitors; 390,000 tested, 1% active
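Fluorescent replication assay read twice, at 0 min and 10 min after adding 50 nM (final) substrate. Enzyme (10 nM) and compounds were first incubated 15 min at room temperature; enzyme-free buffer wells were negative controls.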
G9a block = qHTS Assay for Inhibitors of Histone Lysine Methyltransferase G9a; Histone-lysine N-methyltransferase EHMT2 (Homo sapiens), Q96KQ7; G9a H3K9 monomethylation, AlphaScreen, 2 h; Potency, µM (titrated, usually from 102 µM), inactives show top-dose activity, negative = inhibition, most hits filed as inhibitors; 350,000 tested, 8.8% active; also: % is scaled to controls: 0 for no effect and ±100 for the full control effect; nearly all actives have a fitted effect of over 75% in size
Target sequence (Q96KQ7 913-1193 limits assumed): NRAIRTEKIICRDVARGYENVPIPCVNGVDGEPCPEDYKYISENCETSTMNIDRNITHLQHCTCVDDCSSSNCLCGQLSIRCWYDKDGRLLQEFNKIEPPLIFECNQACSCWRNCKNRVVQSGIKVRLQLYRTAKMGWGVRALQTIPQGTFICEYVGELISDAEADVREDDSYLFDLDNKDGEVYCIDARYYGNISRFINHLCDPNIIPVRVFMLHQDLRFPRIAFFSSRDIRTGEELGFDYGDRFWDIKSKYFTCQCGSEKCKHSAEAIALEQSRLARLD
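Readings reflect AlphaScreen signal from monomethyl-H3K9 antibody detection. HMT at 20 nM; substrate b-H3K9 500 nM; cofactor SAM 20 uM; 2 h RT reaction; compounds tested as titrations in qHTS with 15 min preincubation.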
APE1 inh = qHTS Assay for Inhibitors of the Human Apurinic/apyrimidinic Endonuclease 1 (APE1). AID 2517, 2012. 350,000 tested, 0.35% active. DNA repair nuclease/redox regulator APEX1 (Homo sapiens), P27695. Potency, µM (titrated, usually from 65.8 µM), for inactives: at the top dose activity change, negative = inhibition, most hits filed as inhibitors. recombinant APE1, TAMRA/BHQ-2 abasic DNA cleavage fluorescence;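 also: plate controls were vehicle for no effect and reference inhibitor for full effect; nearly all actives have a fitted effect of over 55% in size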
Target sequence (P27695 whole entry, looked up): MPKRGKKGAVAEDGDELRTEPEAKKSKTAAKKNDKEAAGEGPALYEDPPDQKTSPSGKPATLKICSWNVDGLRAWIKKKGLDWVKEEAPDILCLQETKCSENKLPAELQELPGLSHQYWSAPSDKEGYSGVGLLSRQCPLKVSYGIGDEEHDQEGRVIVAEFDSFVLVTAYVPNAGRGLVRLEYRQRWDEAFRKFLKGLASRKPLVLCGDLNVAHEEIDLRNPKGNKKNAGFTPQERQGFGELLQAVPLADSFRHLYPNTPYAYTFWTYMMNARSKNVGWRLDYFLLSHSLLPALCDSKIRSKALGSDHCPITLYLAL
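APE1 at 0.75 nM preincubated 15 min at room temperature with compound. Reaction then started with 50 nM double-stranded THF-abasic substrate labelled with TAMRA/BHQ-2, and 525/598 nm fluorescence read kinetically. Activity taken as third-minus-first read difference, normalized to DMSO and NSC13755 controls.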
Starred values were filed as active, the others as inactive; ? = inconclusive; nt = no result given; & = joins results of further samples; [ ] = remark or other dose. Calls follow the shape of the dose curve; as a rule, active = well fitted curve in the direction sought with a large enough effect; inconclusive = small, poorly fitted or top-dose-only effect, or another doubt; inactive = no such curve, though single readings can be large; an effect the other way counts as inactive or inconclusive. Potency is read from the fitted curve at half-maximal effect.

SMILES | POLK inh | Pol beta inh | BAZ2B block | Pol eta inh | BLM helicase inh | Apoferritin bind | Pol iota inh | G9a block | APE1 inh
C#CCOCCOCCOCCNc1nc(N2CCN(C(=O)C([C@@H](C)CC)n3cc(C(N)Cc4ccc(O)cc4)nn3)CC2)nc(N2CCN(C(=O)[C@H](CCC(=O)O)n3cc(C(N)Cc4ccc(O)cc4)nn3)CC2)n1 (stereo partly specified) | -18% | -1% | 56µM* | 1% | -8% | -9% | -10% | ? | 3%
Cc1ccc(NC(=O)C2CCN(C(=O)[C@@H]3Cc4ccccc4CN3)CC2)c(C)c1 | -2% | 0% | -12% | -16% | 1% | -8% | 18% | 45µM* | -12%
O=C(O)c1[nH]c2ccc(Br)cc2c1CCN1C(=O)c2cccc([N+](=O)[O-])c2C1=O | -6% | 26% | -27% | -5% | -1% | 0% | -12% | ? | 5%
NS(=O)(=O)c1cccnc1Nc1c(Cl)cccc1Cl | -7% | -2% | -4% | 1% | -2% | -20% | 8% | -4%[2.33 µM] | -2%
COc1ccc(CC(=O)N2CCN(c3ccccc3F)CC2)cc1OC | 17% | 20% | -1% | -6% | 0% | -10% | 33%[activator] | 25%[59 µM] | -2%
CCCSc1ncc(Cl)c(C(=O)Nc2scc(-c3ccc(C)cc3)c2C(=O)OCC)n1 | 0% | -17% | 1% | nt | -4% | 0% | 3% | -1%[59 µM] | nt
Cc1ccc(CSCCC(=O)NCc2ccc(F)cc2Cl)cc1 | -13%[60.1 µM] | 14% | 20% | -13% | -9% | 16% | -24% | -2%[59 µM] | nt
O=C(CC1CCCC1)NCCc1cn2ccccc2n1 | 2% | 1% | 1% | -19% | -2% | 1% | 40%[activator] | -8% | -2%
CCN(CC)C(=O)C1CCCN(c2ccc([N+](=O)[O-])cc2/C=N/NC(=O)c2ccccc2)C1 (stereo unspecified) | -15% | 1% | -6% | -15% | 3% | -11% | 158%[activator] | ? | -7%
Cc1onc(-c2c(F)cccc2Cl)c1C(=O)NCc1ccc(S(N)(=O)=O)cc1 | 7% | nt | -4% | -5% | nt | nt | 18% | 2%[59 µM] | 19%
Cc1ccnc(NS(=O)(=O)c2ccccc2)c1 | -12% | -2% | -14% | -9% | 2% | -2% | 5% | nt | 3%
CC(=O)c1ccc(C(=O)N2CCc3c([nH]c4ccccc34)C2c2cccc(C)n2)s1 (stereo unspecified) | -9% | 29% | -38% | -17% | -9% | -8% | -1% | ? | -2%
CCC(=O)Nc1nnc(SCc2cc(=O)c3cc(C)ccc3[nH]2)s1 | -7%[60.1 µM] | -11% | 2% | 6% | -2% | -2% | -16% | 4%[59 µM] | nt
Cc1ccc(SCC(=O)NC(C)c2ccccc2)cc1 (stereo unspecified) | 2% | 31% | 4% | -7% | 1% | -18% | 88%[activator] | nt | -2%
Cc1ccc(NC(=O)Cn2c(CCC(=O)O)ccc2-c2cccs2)cc1Cl | -6%&-16% | ? | ? | -9%&-10% | -8%&2% | 0%&-12% | 47%&10%[activator] | 45µM* | -1%
CSC1=C(C#N)C(CC(C)C)C2=C(CCCC2=O)N1 (stereo unspecified) | -2% | 87% | 8% | -10% | -2% | 11% | ? | -3% | -1%
CCOC(=O)C1=C(O)C(=O)N(c2ccc(S(N)(=O)=O)cc2)C1c1ccccc1 (stereo unspecified) | -19% | 2% | -3% | -6% | -2% | 3% | -4% | -41%[59 µM] | -2%
COc1ccccc1N1CCN(CC(=O)Nc2ccccc2C(=O)NC(C)c2ccccc2)CC1 (stereo unspecified) | -15% | nt | -8% | -9% | nt | nt | 9% | ? | 6%
CCOC(=O)c1c(NC(=O)COC(=O)c2ccccc2NC)sc(C(=O)N(C)C)c1C | -10% | 0% | 0% | -24% | -13% | 1% | 39% | 95%[activator] | -14%
O=C(NCCCCCCNC(=O)OCCO)OCCO | -4% | 8% | nt | -14% | -3% | -2% | 55%[activator] | -49% | -3%
CO[C@]1(NC(=O)CSCC#N)C(=O)N2C(C(=O)O)=C(CSc3nnnn3C)CS[C@H]21 | -7%[12 µM] | nt | nt | nt | -2% | 4%[29.3 µM] | nt | -50%[12.7 µM] | nt
CCCn1c2ccccc2c2cnn(CC(=O)N3CCCC(C)C3)c(=O)c21 (stereo unspecified) | 2% | 20% | -1% | 1% | 1% | -16% | 0% | -6%[59 µM] | nt
COc1ccc(CCNC(=O)CSc2ncnc3c2oc2ccccc23)cc1OC | -7% | 0% | -4% | -8% | -7% | -4% | 2% | -5% | -3%
O=S(=O)(c1cccc(-c2nnc3n2CCCCC3)c1)N1CCOCC1 | 5% | 1% | -2% | -13% | 2% | 4% | 65%[activator] | 22% | 1%
CNC(=S)NNC(=O)c1sccc1OCc1ccccc1 | 6% | 10% | 1% | -11% | 0% | -11% | -6% | 50µM* | ?

Going on with the list:
SMILES | POLK inh | Pol beta inh | BAZ2B block | Pol eta inh | BLM helicase inh | Apoferritin bind | Pol iota inh | G9a block | APE1 inh
CC1CN(C(=O)CCN2C(=O)c3ccccc3C2=O)CC(C)O1 (stereo unspecified) | -7% | 12% | 0% | -15% | 3% | 23% | 10% | -3%[59 µM] | 12%
COC(=O)c1ccsc1NC(=O)CN1CCN(Cc2ccc3c(c2)OCO3)CC1 | 4% | 14% | -1% | -13% | 3% | -9% | 3% | -3% | 0%
COc1ccccc1N1CCN(C(=O)c2cc(CC(C)C)on2)CC1 | -10% | -2% | 6% | -27% | -5% | -24% | 9% | -3%[59 µM] | nt
CCO[C@H]1OC(C(=O)NC2CC2)=C[C@@H](c2c[nH]c3ccccc23)[C@@H]1CCCO | -5% | 29% | -2% | -25% | -1% | -5% | 19% | 36%[59 µM] | -2%
CC(=O)Nc1ccc(NC(=S)NC(=O)c2ccc([N+](=O)[O-])cc2)cc1 | -5% | 26% | 0% | -7% | 2% | -7% | -2% | -9%[59 µM] | 3%
CC(N)(C(=O)O)c1ccc(S(=O)(=O)O)cc1 (stereo unspecified) | 2%[19.4 µM] | nt | nt | nt | nt | 18% | nt | 18%[59 µM] | ?
CCOC(=O)c1cccc(NC(=O)CCc2c(C)nc3c4cccnc4nn3c2C)c1 | -12% | 2% | -1% | 1% | 1% | 24% | 46%[activator] | 16%[59 µM] | nt
Cc1cccc(C)c1NC(=O)C[n+]1cc(-c2ccccc2)n2c1CCC2 | -10% | -19% | -1% | -4% | -1% | -5% | -6%[58.9 µM] | -2% | -1%
COC(=O)N1CCC2(CC1)CCN(c1cccc(-c3ccccc3)c1)CC2 | 0%[60.1 µM] | nt | nt | nt | -7% | nt | nt | 15%[12.7 µM] | 2%
COc1ccccc1NC(=O)Cn1c(=O)c(CNc2ccccc2)cc2cc(OC)c(OC)cc21 | -14% | ? | -18% | -15% | -11% | 41%[activator] | 32%[activator] | ? | nt
Cc1ccn2c(=O)c(C(=O)NCCc3ccc(S(N)(=O)=O)cc3)c(O)nc2c1 | -6% | 8% | 1% | -10% | -2% | -2% | 13% | -43%[59 µM] | nt
CN(C)c1ncc2nc(-c3ccccc3)c(=O)n(C)c2n1 | 3%[60.1 µM] | nt | nt | nt | -5% | nt | nt | 8%[0.501 µM] | -2%
CCCCCn1c(CCCNC(=O)CC)nc2ccccc21 | -15% | 0% | 1% | -9% | 5% | -4% | -10% | -14%[59 µM] | -1%
CC(C)(C)NCC(O)COc1ccccc1C(C)(C)C (stereo unspecified) | -1% | -27% | 20% | 0% | 3% | -10% | 12% | 4% | 3%
NCCc1nnc(SCC(=O)Nc2cccc(Cl)c2)o1 | ? | 25% | ? | -10% | 2% | -7% | 40µM* | 50µM* | 41%
CCOc1cc(-c2nccc3cc(OC)c(OC)cc23)cc(OCC)c1OCC | -8% | 7% | -4% | -23% | -4%&-3% | -17% | 3% | -2%[12.7 µM] | -21%
CCC/C=N/NC(=O)CNC(=O)c1ccccc1Cl | 7% | 1% | 2% | -15% | -2% | ? | 22% | 8% | -2%
CSCCC(NC(=O)c1cccc(S(=O)(=O)N2CCOCC2)c1)C(=O)Nc1cccc(C)c1 (stereo unspecified) | -9% | 11% | -4% | -12% | 3% | -3% | ? | 10µM* | 9%
Cc1cc(CSc2ccccc2)ccc1NC(=O)c1ccc(Cl)c([N+](=O)[O-])c1 | -7% | 10% | 14% | -4% | 1% | -18% | ? | ? | 2%
Nc1nnc(-c2cccc([N+](=O)[O-])c2)o1 | 0% | -1% | -4% | -12% | 1% | 3% | 36%[activator] | 40% | 0%
CN1CCN(c2ccc([N+](=O)[O-])c(-n3nc(-c4ccccc4)c4ccccc4c3=O)c2)CC1 | -6% | 6% | 35µM* | -16% | -5% | ? | -16% | 45µM* | -1%
COc1ccc(S(=O)(=O)CC(=O)c2cc3cc(Br)ccc3oc2=O)cc1 | ? | 10µM* | 45µM* | 28µM* | -14% | ? | 13µM* | 25µM* | 8%
CC(C)C[C@H](N)C(=O)N1CCC(C(=O)N[C@H](C(=O)NCc2ccc(F)cc2)C(C)C)CC1 | 3% | 6% | -25% | -8% | 2% | -5% | 53%[activator] | ? | 18%
COCCn1nnnc1C(CC(C)C)N1CCN(c2ccccc2)CC1 (stereo unspecified) | 0% | -14% | 13% | -12% | 2% | 1% | 23% | -16%[59 µM] | 21%

Single records, as listed above:
CN(C)c1ncc2nc(-c3ccccc3)c(=O)n(C)c2n1 is listed with POLK inh: 3%[60.1 µM]; Pol beta inh: nt; BAZ2B block: nt; Pol eta inh: nt; BLM helicase inh: -5%; Apoferritin bind: nt; Pol iota inh: nt; G9a block: 8%[0.501 µM]; APE1 inh: -2%
CN1CCN(c2ccc([N+](=O)[O-])c(-n3nc(-c4ccccc4)c4ccccc4c3=O)c2)CC1 is listed with POLK inh: -6%; Pol beta inh: 6%; BAZ2B block: 35µM*; Pol eta inh: -16%; BLM helicase inh: -5%; Apoferritin bind: ?; Pol iota inh: -16%; G9a block: 45µM*; APE1 inh: -1%

Screening data as filed in PubChem.

A portion of the library; the hit share may differ from the screen's.
